ATXN2 expr inh = inhibitors of ATXN2 expression; HEK-293 ATXN2-luciferase reporter, luminescence, 24 h; Potency, µM (titrated, usually from 57 µM), for the others: at the top dose activity change, negative = inhibition, most hits filed as inhibitors; actives 0.72% (n = 360,000); AID 1745845; note: % is set by controls: 0 for no effect and ±100 for the full control effect; nearly all actives have a fitted effect of over 55% in size
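ATXN2-luciferase reporter cells (luciferase flanked by upstream and downstream ATXN2 gene portions) were treated 24 h at 37 °C with compounds at up to 57 uM. SteadyGlo luminescence gave expression; GF-AFC fluorescence gave viability.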
EPAC2 antagonist = blocks human EPAC2 exchange factor | actives 0.18% (n = 360,000) | Q8WZA2 | Potency, µM (top dose mostly 114 µM), for inactives: top-dose activity, negative = inhibition, actives largely listed as inhibitors | EPAC2 GEF exchange of Rap1B-BODIPY-GDP, fluorescence | AID 720708; note: % is set by controls: 0 for no effect and ±100 for the full control effect; nearly all actives have a fitted effect of over 45% in size; many of its hits are not listed in these tables
Target sequence (Q8WZA2 whole entry, looked up): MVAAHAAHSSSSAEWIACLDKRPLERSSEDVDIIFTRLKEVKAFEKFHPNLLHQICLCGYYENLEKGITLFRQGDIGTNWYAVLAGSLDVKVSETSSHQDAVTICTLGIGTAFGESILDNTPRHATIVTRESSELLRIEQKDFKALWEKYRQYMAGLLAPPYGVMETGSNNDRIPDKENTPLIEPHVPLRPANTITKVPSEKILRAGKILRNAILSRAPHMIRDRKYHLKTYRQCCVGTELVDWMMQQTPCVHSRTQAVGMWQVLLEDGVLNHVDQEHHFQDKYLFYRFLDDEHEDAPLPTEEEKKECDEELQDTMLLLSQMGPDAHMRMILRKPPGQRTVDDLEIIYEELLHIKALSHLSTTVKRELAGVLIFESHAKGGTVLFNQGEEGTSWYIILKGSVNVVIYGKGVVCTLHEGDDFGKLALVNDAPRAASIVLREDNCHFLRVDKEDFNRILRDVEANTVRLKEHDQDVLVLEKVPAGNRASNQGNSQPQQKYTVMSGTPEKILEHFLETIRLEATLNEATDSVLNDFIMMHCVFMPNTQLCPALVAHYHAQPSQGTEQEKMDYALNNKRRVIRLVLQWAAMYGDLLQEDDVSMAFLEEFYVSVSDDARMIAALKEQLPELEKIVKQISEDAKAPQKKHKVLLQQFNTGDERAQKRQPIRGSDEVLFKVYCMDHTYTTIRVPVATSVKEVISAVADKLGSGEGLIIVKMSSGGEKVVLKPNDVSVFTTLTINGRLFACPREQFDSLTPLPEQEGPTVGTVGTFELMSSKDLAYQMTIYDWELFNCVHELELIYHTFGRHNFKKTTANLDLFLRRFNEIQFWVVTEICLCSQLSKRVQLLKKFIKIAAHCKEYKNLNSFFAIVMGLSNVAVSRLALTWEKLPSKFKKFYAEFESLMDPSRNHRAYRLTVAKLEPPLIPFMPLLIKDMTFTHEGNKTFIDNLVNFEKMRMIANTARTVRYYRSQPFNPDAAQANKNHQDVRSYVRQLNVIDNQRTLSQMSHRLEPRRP
Nrf2 block = inhibitors of Nrf2 signaling | Potency, µM (top dose mostly 46 µM), without a hit: at the highest dose activity change, negative = inhibition, usual class: inhibitors | actives 2.1% (n = 360,000) | A549 ARE-Fluc reporter, luciferase luminescence, 18-24 h | AID 504444; note: % is set by controls: 0 for no effect and ±100 for the full control effect; nearly all actives have a fitted effect of over 60% in size
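A549 ARE_Fluc cells, 5000/well, 5% FBS OPTI-MEM; compounds in dose-response, 18-24 h at 37 °C/5% CO2; CellTiter-Fluor viability read (Ex 405/Em 525), then BugLite luciferase luminescence = Nrf2 activity.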
MCF10A rerep = DNA re-replication induction in MCF 10a cells; MCF 10A DNA re-replication, Hoechst nuclear intensity, 48 h; Potency, µM (highest dose often 46.1 µM), for inactives: top-dose activity, positive = re-replication, hits mostly activators; actives 2.9% (n = 350,000); AID 624296; note: % of control where 0% means no effect; nearly all actives have a fitted effect of over 50% in size
TGFb SMAD3 inh = inhibitors of TGF-b signaling. HepG2 CAGA-GFP TGF-b/SMAD3 reporter, GFP fluorescence, 18 h; TGF-beta stimulated, 500 pg/mL final. Potency, µM (top dose mostly 46.1 µM), for inactives: at the highest dose activity, negative = inhibition, hits mostly inhibitors. actives 1.2% (n = 410,000); note: % is set by controls: 0 for no effect and ±100 for the full control effect; nearly all actives have a fitted effect of over 65% in size
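Per well, imaged GFP fluorescence of HEPG2 CAGA-GFP cells gives the signal; cells get compound, then TGF-beta (500 pg/mL final), 18 h at 37 degrees C; %Activity versus -TGF-beta and +DMSO controls.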
A549 viability = A549 cytotoxicity, counter-screen for Nrf2 inhibitors. A549 ARE-Fluc cells, CellTiter-Fluor viability, 18-24 h. Potency, µM (highest dose often 46 µM), inactives show at the top dose activity change, negative = cytotoxicity, most hits filed as inhibitors. actives 0.16% (n = 390,000). AID 504648; note: % is set by controls: 0 for no effect and ±100 for the full control effect
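A549 ARE_Fluc cells in 5% FBS OPTI-MEM were exposed to compounds in concentration-response for 18-24 h at 37 deg C. Viability was read by CellTiter-Fluor fluorescence (Ex 405/Em 525) after 30 min, before the luciferase read.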
S2 tox = reduces viability in counter-screen for ATXN expression inhibitors; S2 cells (HEK-293 line with an ATXN2-luciferase reporter) viability, CellTiter-Fluor protease fluorescence, 24 h; Potency, µM (highest dose often 56.7 µM), actives largely listed as cytotoxic; actives 0.49% (n = 400,000); AID 651635; note: nearly all actives have a fitted effect of over 40% in size
Nrf2 ARE act = activators of Nrf2 (ARE) signaling; AREc32 ARE-luciferase reporter (MCF7-derived line), luminescence, 24 h; Potency, µM (doses to about 46.1 µM), for the others: top-dose activation, most hits filed as activators; actives 0.31% (n = 410,000); note: % of control where 0% means no effect; nearly all actives have a fitted effect of over 65% in size
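Nrf2 activation is followed as ARE-luciferase induction in the AREc32 line after one day of compound treatment; luminescence is read with Steady-Glo.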
HepG2 viability = HepG2 cytotoxicity, counter-screen for TGF-b inhibitors; HepG2 CAGA-GFP viability, ATP luminescence, 18 h; Potency, µM (top dose mostly 46.1 µM), for the others: at the top dose activity change, negative = cytotoxicity, usual class: cytotoxic; actives 0.76% (n = 410,000); AID 588856; note: some results filed as inactive show a strong effect at the top dose
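HepG2 CAGA-GFP cells (1000/well, DMEM with 1% FBS) received compound, then TGF-beta at 500 pg/mL final, and were incubated 18 hours at 37 degrees C. Viability was read by CellTiter-Glo luminescence. Media-only wells were set as complete cell-killing and DMSO as no toxicity.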
* hit, by the source's call; i = inactive; ? = inconclusive; · = no result given; & = joins results of further samples; [ ] = dose if it differs, or a comment. Calls come from the whole dose curve; as a rule, active = well fitted curve in the direction sought with a large enough effect; inconclusive = small, poorly fitted or top-dose-only effect, or another doubt; inactive = no such curve, though single readings can be large; an effect the other way counts as inactive or inconclusive. Potency is the fitted concentration of half-maximal effect.

SMILES	ATXN2 expr inh	EPAC2 antagonist	Nrf2 block	MCF10A rerep	TGFb SMAD3 inh	A549 viability	S2 tox	Nrf2 ARE act	HepG2 viability
CC(=O)Cc1nsc(NC(=O)c2ccc(-c3cc(Cl)ccc3Cl)o2)n1	-38%	-6%	10%	?	-7%	1%	?	0.1%	-11%
Cc1ccc(S(=O)(=O)N(CC(=O)Nc2cccnc2)c2ccc(Br)cc2)cc1	-2%	-11%	-10%	-5%	?	-6%	i	0.6%	13%
CCc1nc2sc(C(C)=O)c(N)c2c2c1CCCC2	·	17%	?	2.9µM*	-7%	18%	·	-0.4%	-22%
O=C(NCC1(c2ccccc2)CCCC1)C(=O)Nc1cccc(Br)c1	·	·	25%	·	0%	1%	·	-0.5%	-4%
Cc1cc(C)cc(NC(=O)c2cc(C)n(Cc3cccs3)c2C)c1	?	-7%	?	18µM*	-10%	1%	i	11%	-17%
CCC1(CC)SCCNC1=O	2%	19%	0%	4%	6%	-1%	?	-0.3%	7%
CCOC(=O)c1ccc(COC(=O)CNC(=O)CNC(=O)Cc2ccccc2)cc1	5%	17%	11%	2%	-11%	-1%	?	-0.3%	21%
Cc1c(C(=O)Nc2ccc(Br)cc2F)oc2ccc(S(=O)(=O)N3CCC4(CC3)OCCO4)cc12	·	·	·	·	-4%	-10%	·	-1.2%	2%
Cc1ccc(-n2ncc3c(=O)n(-c4ccc(C)c(C)c4)c(-c4ccco4)nc32)cc1	-1%	-2%	?	?	0%	?	i	3.9%	-16%
CN(C)S(=O)(=O)c1cccc(NC(=O)CN2C(=O)NC3(CCc4ccccc4C3)C2=O)c1 (stereo not drawn)	3%	2%	-2%	21%	5%	-5%	i	2.2%	-1%
Cc1ccc(C)c(OCc2cc(C(=O)N(C)Cc3ccccn3)no2)c1	35%	-10%	15%	0%	13%	0%	i	0.3%	3%
CC(=O)c1ccc(OCCOc2ccc(Cl)c3cccnc23)cc1	3%	13%	-8%	-18%	13%	-7%	i	0.4%	2%
Cc1cccc(OCCn2c(CCNC(=O)C3CCCCC3)nc3ccccc32)c1	·	·	?	·	-3%	-3%	·	·	-11%
O=c1cc(CSc2n[nH]c(-c3ccccc3)n2)[nH]c2ccccc12	-28%	·	·	·	-17%	14%	?	2.7%	1%
O=C1CCNCCN1[C@H](CO)Cc1ccccc1	6%	-2%	19%	2%	-1%&-9%	2%	i	0.8%	-3%&-1%
COC(=O)c1ccc(NC(=O)CCCN2C(=O)NC(C)(C)C2=O)cc1	-12%	24%	9%	18%	-10%	2%	i	-0.4%	0%
CCCNC(=O)[C@H](C)NC(=O)c1ccc(Br)cc1	12%	15%	-3%	7%	0%	-2%	?	-0.9%	5%
Cc1cccc(NC(=O)C2CCN(S(=O)(=O)c3cccc4nsnc34)CC2)n1	-17%	-3%	?	-1%	-7%	-2%	?	-0.5%	-5%
Cc1cccc(C(=O)NCC(=O)OCC(=O)N(C)CC(=O)Nc2ccc(F)cc2)c1	-7%	6%	0%	0%	-4%	3%	?	-0.5%	0%
CC(=O)Oc1c(C(C)C)cc(N(C(C)=O)c2ccccc2)cc1C(C)C	-15%	-1%	2%	2%	3%	-2%	?	-1.5%	4%
O=C(CN1CCN(CC(=O)Nc2ccccc2Cl)CC1)Nc1ccc2c(c1)OCCO2	-5%	2%	-8%	-2%	-4%	2%	i	3.3%	-39%
CCN(C(=O)COC(=O)CNS(=O)(=O)c1ccc(SC)c([N+](=O)[O-])c1)C1CCCCC1	-9%	5%	5%	·	-29%	-4%	i	0.2%	-4%
COc1cc(C(=O)OCC(C)=O)ccc1OCc1c(C)noc1C	-34%	3%	1%	21µM*	-4%	?	i	-0.5%	2%
CCCn1c(=O)c2ccccc2n2c(SCc3cc(=O)oc4ccc5ccccc5c34)nnc12	5%	1%	9%	-2%	-19%	-1%	?	2.0%	-25%
CCCCn1nnnc1C(c1cc2ccccc2o1)N1CCN(CC(=O)NC(C)C)CC1 (stereo not drawn)	1%	-23%	·	·	·	·	i	0.5%	·

Rewritten with two lines to a compound: part of the list above.
Below each compound – ATXN2 expr inh	EPAC2 antagonist	Nrf2 block	MCF10A rerep	TGFb SMAD3 inh	A549 viability	S2 tox	Nrf2 ARE act	HepG2 viability
- Cc1ccc(S(=O)(=O)N(CC(=O)Nc2cccnc2)c2ccc(Br)cc2)cc1
 : -2%	-11%	-10%	-5%	?	-6%	i	0.6%	13%
- CCc1nc2sc(C(C)=O)c(N)c2c2c1CCCC2
 : ·	17%	?	2.9µM*	-7%	18%	·	-0.4%	-22%
- O=C(NCC1(c2ccccc2)CCCC1)C(=O)Nc1cccc(Br)c1
 : ·	·	25%	·	0%	1%	·	-0.5%	-4%
- Cc1cc(C)cc(NC(=O)c2cc(C)n(Cc3cccs3)c2C)c1
 : ?	-7%	?	18µM*	-10%	1%	i	11%	-17%

(next part)
SMILES	ATXN2 expr inh	EPAC2 antagonist	Nrf2 block	MCF10A rerep	TGFb SMAD3 inh	A549 viability	S2 tox	Nrf2 ARE act	HepG2 viability
Cc1ccc(CNS(=O)(=O)c2ccc3[nH]c4c(c3c2)CCCCC4)cc1	-10%	·	?	·	?	5%	i	7.3%	-106%
COc1ccc(C(=O)N(C)[C@H]2C[C@H]3c4[nH]c5ccccc5c4CCN3C[C@H]2[C@H](C)O)cc1	1%	2%	·	·	-15%	·	i	7.5%	-2%
CSc1ccc(CN(C)C(=O)COc2ccc(C(=O)c3ccccc3)cc2)cc1	-14%	4%	-9%	13µM*	?	-12%	i	3.5%	-5%
O=C(/C=C/Sc1ccccc1)c1ccc(Cl)cc1	?	18%	20%	-2%	8.9µM*	-25%	·	?	11µM*
Cc1[nH]c(=O)c(C(=O)c2cc(Cl)ccc2O)cc1C(=O)O	32%	10%	?	4%	19%	-18%	i	0.4%	-1%
O=C(c1ccco1)N1CCN(C2=NS(=O)(=O)c3ccccc32)CC1	-6%	3%	11%	15%	-5%	-1%	?	-0.1%	3%
COc1cc(OC)cc(C(=O)N[C@H](C(=O)NC2CCCc3ccccc32)C(C)C)c1 (stereo partly drawn)	5%	-6%	29%	8%	0%	-5%	i	0.0%	5%
CCc1nnc(NC(=O)c2ccc3ncsc3c2)s1	·	-1%	-13%	-2%	31%[activator]	-4%	i	-0.1%	39%
COc1ccc(-c2ccc(-c3nc4c(c(=O)[nH]c(=O)n4Cc4ccccc4)n3C)o2)c([N+](=O)[O-])c1	-28%[11.3 µM]	1%	-1%	7%	-7%	0%	i	-0.8%	0%
CSC1=C(C#N)C(c2ccc(C)s2)CC(=O)N1 (stereo not drawn)	-2%	14%	·	-14%	0%	-2%	i	0.4%	3%
COc1ccc(-n2c(C)cc(/C=C3/SC(=S)N(C)C3=O)c2C)cc1	28%	17%	0%	-8%	-6%	-2%	i	-0.7%	-2%
CCNC(=S)N(CCc1c(C)[nH]c2ccccc12)Cc1cccnc1	·	-10%	?	0%	-3%	-13%	i	-0.9%	-9%
CC(=O)Nc1ccc2c(c1)C(=Nc1ccc(C)cc1)c1ccccc1-2	8%	-8%	9%	0%	-17%	-1%	i	13µM*	-21%
CCOc1ccc(-n2c(SCC(=O)NC(C)CC)nc3n[nH]c(C)c3c2=N)cc1 (stereo not drawn)	12%	7%	·	5%	-23%	5%	i	4.5%	-28%
CC1CCN(S(=O)(=O)c2ccc(C(=O)N3CCCC(C(F)(F)F)C3)cc2)CC1 (stereo not drawn)	-10%	-2%	21µM*	-5%	-16%	-14%	i	0.3%	-1%
COc1ccc(C2(C)CC(C)(C)Nc3ccccc32)cc1 (stereo not drawn)	-10%	-28%	?	-6%	0%	-29%	i	-0.4%[9.22 µM]	-30%
O=C(NS(=O)(=O)Oc1ccc(Cl)cc1)OC[C@@H]1CCCN2CCCC[C@H]12	-3%	0%	-15%	-6%	-6%	-11%	i	-0.2%	-45%
COCCCNC(=O)c1ccc(C(=O)NCCCOC)cc1	-1%	8%	-9%	-1%	-9%	-6%	i	-0.2%	0%
O=C(CN1CCN(C(=O)c2ccco2)CC1)Nc1cccc(S(=O)(=O)N2CCCC2)c1	-4%	2%	?	14%	-5%	0%	i	1.4%	0%
CC(C)c1nc2oc3c(NCCO)ncnc3c2c2c1COC(C)(C)C2	·	-4%	-4%	-2%	-1%	-2%	i	0.3%	-1%
COc1ccc(CN2C(=O)N(c3ccc(OC)cc3)C(=O)C2CC(=O)Nc2ccccc2)cc1 (stereo not drawn)	-8%	-4%	12%	14%	-8%	1%	i	-0.9%	3%
CSc1ncc(Cl)c(C(=O)Nc2cccc3ccccc23)n1	-11%	8%	3%	6%	2%	3%	i	20%	-2%
COc1ccc(-c2nnc(SCC(=O)Nc3cccc(Cl)c3C)nc2-c2ccc(OC)cc2)cc1	1%	·	·	·	-13%	-9%	i	-0.5%	7%
CC(=O)c1c(C)n([O-])c2cc(C)ccc2[n+]1=O	-2%	1%	4%	9%	9%	-10%	i	0.0%	0%
Cc1cccc(C)c1NC(=O)CNC(=O)c1ccc(N2CCCC2=O)cc1	-2%	2%	1%	7%	10%	1%	i	-1.6%	3%
(more compounds)
SMILES	ATXN2 expr inh	EPAC2 antagonist	Nrf2 block	MCF10A rerep	TGFb SMAD3 inh	A549 viability	S2 tox	Nrf2 ARE act	HepG2 viability
Cc1cc(OCCCn2cnc3ccccc3c2=O)ccc1[N+](=O)[O-]	4%	15%	-7%	4%	-16%	-1%	i	1.1%	1%
CC(C)(C)c1ccc(-c2nnc(SCC(=O)O)n2N)cc1	-19%	23%	13%	-1%	-1%	·	i	-1.0%	-4%
CC(Sc1nc(N)cc(N)n1)C(=O)NCC1CCCO1 (stereo not drawn)	0%	5%	13%	9%	15%	0%	i	-1.3%	2%
CCCNC(=O)C1(C)CCCN(Cc2ccc(Cl)cc2)C1 (stereo not drawn)	9%	-3%	·	·	-13%	·	i	0.2%[9.22 µM]	4%
CC(C)Oc1ccc(C(CC(=O)O)NC(=O)CSc2ncn[nH]2)cc1 (stereo not drawn)	7%	-3%	4%	4%	0%	-4%	i	3.5%	-12%
CCc1ccc(S(=O)(=O)c2cn(CC(=O)Nc3ccc(F)c(Cl)c3)c3ccccc3c2=O)cc1	-21%	·	-2%	·	?	-11%	i	-0.8%	-17%
COc1ccccc1CNc1cc(-c2ccccc2)nc2nncn12	?	·	?	·	?	-8%	?	-0.2%	-51%

The list is partial, so the mix of outcomes need not match the whole.
